# TAAR1 agonist – agonists of human TAAR1. Q96RJ0. CHO RD-HGA16 TAAR1, Fluo-8 calcium fluorescence; vehicle wells 0%, saturating PEA agonist 100%. activation, % at 3 µM. 360,000 tested, 0.99% active;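 active = activation above the mean activation of all test compounds in the run plus 3 SD, cut at about 38% in these data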
# Target sequence (Q96RJ0 whole entry, looked up): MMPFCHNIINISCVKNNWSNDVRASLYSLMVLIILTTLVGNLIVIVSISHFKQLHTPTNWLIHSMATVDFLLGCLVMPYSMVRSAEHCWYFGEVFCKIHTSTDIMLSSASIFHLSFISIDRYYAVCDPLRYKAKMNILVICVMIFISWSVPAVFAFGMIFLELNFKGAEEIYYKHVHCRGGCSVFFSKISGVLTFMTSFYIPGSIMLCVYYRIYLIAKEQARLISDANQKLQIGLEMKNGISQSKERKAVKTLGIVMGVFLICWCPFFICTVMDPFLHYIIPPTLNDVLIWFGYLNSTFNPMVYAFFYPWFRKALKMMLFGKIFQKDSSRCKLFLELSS
#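 System: CHO-derived RD-HGA16 cells with stable Gα16 and human TAAR1 / Times: 17-24 h plating, Fluo-8 75 min 37 °C, 30 min RT / Technique: calcium-sensitive Fluo-8 signal, excitation 470-495, emission 515-575 nm / Measure: % activation relative to PEA EC100 response / Benchmarks: DMSO and PEA EC100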
# CHO parental Ca – counter-screen for OX1R antagonists: effect in parental CHO cells | parental CHO-K1, ATP-induced calcium, Fluo-8 fluorescence | 330,000 tested, 0.63% active | inhibition, % at 5.6 µM | AID 463079;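 active = inhibition above that plate's mean sample inhibition plus 3 SD, cut at about 26% in these data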;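 note: 0% = ATP-challenged DMSO wells and 100% = DMSO wells without ATP; some compounds past the cut are filed as inactive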
#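 Assay system: untransfected parental CHO cell line. Also added: ATP agonist challenge. Dosing: one dose, 5.6 µM nominal. Measured by: Fluo-8 fluorescence. Read-out: % inhibition. Benchmarks: ATP wells versus no-ATP DMSO wells. Repeats: no replicates.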
# OXTR ag – agonists of human oxytocin receptor | P30559 | activation, % at 3 µM | AID 2435 | 320,000 tested, 0.32% active | CHO-OTR cells, Fluo-8 calcium fluorescence; normalized: DMSO 0%, oxytocin 100%;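 active = activation above the mean of all tested compounds plus 3 SD, cutoff set per screening run, cut at about 20% in these data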;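 note: peak over basal fluorescence ratio from a 100 s FLIPR kinetic read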
# M1 PAM – human CHRM1 positive allosteric modulation. P11229. CHO-K1 hM1, Fluo-8 calcium fluorescence, ACh EC20; 0% = ACh EC20, 100% = maximal ACh. activation, % at 3 µM. 360,000 tested, 0.088% active; in the data active = activation above about 19%, passing the limit was not always enough
# Target sequence (P11229 whole entry, looked up): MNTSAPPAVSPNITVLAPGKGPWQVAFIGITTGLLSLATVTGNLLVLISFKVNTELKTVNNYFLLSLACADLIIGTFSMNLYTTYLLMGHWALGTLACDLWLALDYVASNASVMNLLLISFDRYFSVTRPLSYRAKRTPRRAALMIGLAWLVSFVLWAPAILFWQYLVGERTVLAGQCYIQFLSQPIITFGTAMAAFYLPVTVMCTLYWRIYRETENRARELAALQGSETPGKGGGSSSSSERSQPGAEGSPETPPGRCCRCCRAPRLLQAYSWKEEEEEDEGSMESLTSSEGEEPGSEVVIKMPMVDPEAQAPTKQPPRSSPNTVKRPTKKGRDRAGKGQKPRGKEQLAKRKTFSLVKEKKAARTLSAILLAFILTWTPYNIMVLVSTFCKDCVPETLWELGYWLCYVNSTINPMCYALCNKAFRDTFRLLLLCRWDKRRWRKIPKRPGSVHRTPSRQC
# M1 ag – human M1 muscarinic receptor agonism | P11229 | 360,000 tested, 0.33% active | activation, % at 3 µM | AID 588814 | CHO-K1 hM1, Fluo-8 calcium fluorescence, agonist mode; 0% DMSO, 100% acetylcholine EC100;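 active = activation above the run's mean compound activation plus 3 SD, cut at about 16% in these data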;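 note: peak over basal fluorescence ratio within a 140 s kinetic read after compound addition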
# M1 antag – human CHRM1 antagonism; P11229; inhibition, % at 3 µM; AID 588852; CHO-K1 hM1, Fluo-8 calcium fluorescence, ACh EC80 antagonist; 360,000 tested, 1.3% active;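 active = percent inhibition above its own plate's cutoff, namely the mean of that plate's compound wells plus 3 SD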;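 note: peak over basal fluorescence ratio during 140 s after agonist addition; 0% = ACh EC80 plus DMSO and 100% = DMSO alone without agonist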
# V1aR counter – V1a receptor agonism, counter-screen for OXTR agonists; P37288; CHO-V1R cells, Fluo-8 calcium fluorescence, agonist mode; 0% DMSO, 100% 3 nM vasopressin; activation, % at 3 µM; 320,000 tested, 0.25% active; AID 2797;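 active = activation above the mean activation of all tested compounds plus 3 SD, per screening run, cut at about 20% in these data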;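 note: signal is peak over basal fluorescence ratio across a 100 second FLIPR read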
# OXTR potentiator – human OXTR potentiation; AID 2445; 320,000 tested, 0.061% active; CHO-OTR cells, Fluo-8 calcium fluorescence, potentiator mode; 0% = oxytocin EC15, 100% = EC100; P30559; activation, % at 3 µM;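 active = activation above that plate's cutoff, the mean activation of tested compounds plus 3 SD, cut at about 6.6% in these data, passing the limit was not always enough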;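 note: 100% uses oxytocin at 75 nM as the full agonist control; some results filed as inactive read as strong as hits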
#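 Measured by – Fluo-8 calcium dye fluorescence · Test system – human OTR in CHO cells · Dosing – one concentration, 3.0 µM compound · Controls – EC15 oxytocin alone as 0%, 75 nM oxytocin as 100% · Evaluation – normalized max/min fluorescence ratio, % activation · Timing – 6 min pre-incubation, 100 s read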
# TAAR1 antagonist – antagonists of human TAAR1; CHO RD-HGA16 TAAR1, Fluo-8 calcium fluorescence, antagonist; inhibition, % at 3 µM; 360,000 tested, 1.5% active;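 active = inhibition above a per-plate cutoff, the mean inhibition of test compounds on that plate plus 3 SD, cut at about 49% in these data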;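 note: 0% = DMSO plus EC80 beta-PEA response and 100% = DMSO alone without agonist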
#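 Test system – hTAAR1-expressing CHO RD-HGA16 cells, Gα16-coupled · Reagent – β-PEA at EC80 concentration, post-compound challenge · Compound dosing – 3 µM, single point · Timing – 140 s kinetic read after compound, 140 s after agonist · Detection – Fluo-8 intracellular calcium dye fluorescence, real-time kinetic reads · Control set – DMSO and EC80 PEA controls · Repeats – n of 1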
# * hit, by the source's call; nt = no result given.
# Every second line gives: TAAR1 agonist	CHO parental Ca	OXTR ag	M1 PAM	M1 ag	M1 antag	V1aR counter	OXTR potentiator	TAAR1 antagonist
- O=C(CSc1n[nH]c(-c2ccco2)n1)Nc1ccccc1Cl
    0	-7	-0.3	18	2	-4	-0.9	-9	-3
- CCc1nn2c(=O)cc(COc3cccc(NC(=O)c4ccco4)c3)nc2s1
    2	-23	0.5	10	-1	-6	4.2	-7	-3
- COc1cc(/C=C(/C#N)C(=O)c2c(C)[nH]c3ccccc23)ccc1OCC#N
    9	1	1.0	12	0	-5	2.4	-1	55*
- CSc1ncnc2c1ncn2CC(=O)C1CCC2C3CCC4=CC(=O)CCC4(C)C3CCC12C (stereo not drawn)
    17	nt	nt	-11	-1	13	nt	nt	62*
- Cc1ccc(OCc2n[nH]c(=S)n2C2CCCCC2)cc1
    28	-13	2.3	4	-5	-15	3.5	-9	-3
- CCc1ccc(NC(=O)CSc2nnc(COc3ccc4c(c3)CCCC4)o2)cc1
    2	-12	-0.9	3	-3	0	-0.3	-4	-3
- CNc1ccccc1-n1ccc(-c2ccccc2)n1
    7	-5	-2.1	4	-4	-28	-1.2	8	13
- CCCCn1c(N)c(N(CC(C)C)C(=O)COC(=O)Cc2cccc(OC)c2)c(=O)[nH]c1=O
    1	-9	0.1	15	-1	-17	-0.1	-5	-20
- C=C1CCC(O)C2(C)CCC3C(C)C(=O)OC3C12O (stereo not drawn)
    1	0	0.7	0	-3	-6	0.5	2	-3
- CC(=O)Nc1ccc(Nc2cc(C)nc3ccccc23)cc1
    0	-9	0.1	10	-4	-7	-0.3	3	-18
- O=c1[nH]cc(CCc2ccccc2)c(=O)[nH]1
    1	nt	nt	8	-3	-11	nt	nt	-19
- CCC(CC)=NNc1ccc(S(N)(=O)=O)cc1[N+](=O)[O-]
    -1	4	2.3	0	-1	8	2.7	-8	-8
- CC1CCCCC1NS(=O)(=O)c1ccc(S(=O)(=O)N2CCN(CCC#N)CC2)cc1 (stereo not drawn)
    1	0	0.6	2	-2	-11	0.6	-18	-7
- CCCCCN(C(=O)CCC(=O)OCCOc1ccccc1)c1c(N)n(CCCC)c(=O)[nH]c1=O
    0	-31	-2.1	9	-5	-11	-0.7	-6	-3
- CCOc1[nH]n(-c2ccccc2)c(=O)c1C=Nc1ccc(Cl)cc1
    2	-10	-1.6	4	-2	-2	-0.5	-4	0
- Cc1ccc(NNC(=O)c2ccno2)c(C)c1
    1	-12	-0.2	17	-3	-18	0.5	-1	18
- COc1cnn(-c2ccc([N+](=O)[O-])cc2)c(=O)c1Cl
    0	-7	-2.5	4	-4	2	-0.8	-8	-11
- COc1ccc(OC)c(NCc2nnc(-c3ccccc3)o2)c1
    2	nt	nt	-2	2	-4	nt	nt	-20
- COc1ccc(C(=O)NC(=S)Nc2ccc3c(c2)Cc2ccccc2-3)cc1
    8	-6	1.2	-3	-1	-9	0.6	-8	-12
- CCCCC(=O)N(C)c1c(CC)nc2c(OCCC3CCCCC3)cccn12
    0	nt	nt	-12	-9	-3	nt	nt	-8
- Cc1cc(NS(=O)(=O)c2ccc(NC(=O)COc3ccc(C#N)cc3)cc2)nc(C)n1
    2	4	1.1	5	-4	-6	1.2	-2	-1
- O=C(Oc1cccc2ccccc12)C1CC1
    1	-8	-2.4	3	-2	-7	-0.9	-21	-28
- O=C(NC(Cc1c[nH]c2ccccc12)C(=O)O)/C(=C/c1ccc2c(c1)OCO2)NC(=O)c1ccccc1 (stereo not drawn)
    0	nt	nt	-8	-4	11	nt	nt	4
- CCCn1c(NCc2cccc(OC)c2O)nc2ccccc21
    16	-16	0.7	9	-4	-8	0.7	-8	-7
- CCN(CC)C(=O)C(Cc1ccccc1)N1C(=O)c2ccccc2C1=O (stereo not drawn)
    5	-24	-1.8	8	0	-36	-0.4	-14	0
- O=C(NC1CCCCC1)C(c1ccncc1)N(C(=O)c1csnn1)c1ccccc1 (stereo not drawn)
    4	-2	-0.6	12	-3	-18	-0.4	-5	-16
- O=C(NNC(=O)c1cc2cc(OC(F)(F)F)ccc2[nH]1)c1cccc(C(F)(F)F)c1
    1	-13	-1.1	-1	-4	-3	1.8	-2	-17
- NC(=O)COC(=O)c1cc([N+](=O)[O-])ccc1NCCO
    4	5	2.2	10	1	-11	3.2	5	-32
- Nc1nc(N)c2cc(CNc3ccc(Cl)c(Cl)c3)ccc2n1
    64*	nt	nt	-1	-2	3	nt	nt	53*
- NNC(=O)CNC(=O)c1cccc(Br)c1
    1	-9	-0.3	-5	-3	2	-0.2	0	2
- Cc1cc(C)nc(SCc2nnc(SCC(=O)Nc3ccc(Cl)c(C(F)(F)F)c3)o2)n1
    9	-18	0.4	2	1	-21	1.0	-8	6
- O=C(CCCN1C(=O)/C(=C/c2ccccc2)SC1=S)Nc1ccc(O)cc1
    12	-6	2.7	8	-2	0	3.1	-15	-1
- COCCNC(=O)CSc1nccn1Cc1ccc2c(c1)OCO2
    0	-3	0.1	2	-4	0	1.4	-1	-19
- COc1cc2c(C(=O)O)c(C)n(CC(C)C)c2c2ccccc12
    0	nt	nt	18	1	-21	nt	nt	-25
- Cc1c(O)ccc(C(=O)CN2C(=O)c3ccccc3C2=O)c1O
    3	-5	7.4	2	-3	4	5.6	-9	2
- COc1ccc(/C=C(\C#N)C(=O)ONC2=NCCCCC2)cc1
    3	-16	-0.3	6	-3	-3	-0.5	-12	-14
- COc1cccc(NC(=O)CN(c2cccc(F)c2)S(C)(=O)=O)c1
    7	-10	0.4	11	-2	-17	0.1	-6	-12
- NC(=O)c1ccc(NS(=O)(=O)c2ccc(Br)s2)cc1
    6	-3	1.6	2	0	-3	0.6	2	-30
- Cc1ccccc1CN1CCC(C(=O)Nc2ccc(Oc3cccnc3)cc2)CC1
    5	-13	4.8	-7	-4	11	3.8	-4	-4
- O=C(NCc1ccccc1Cl)c1ccc2c(c1)OCO2
    -2	-6	-0.8	19	-3	-16	-0.2	-1	-2
- COc1cccc(NC(=O)CCc2nc(-c3ccccc3F)no2)c1
    7	-14	2.8	9	1	-4	3.1	4	5
- CCCc1ccc(S(=O)(=O)Nc2ccc(C)c(NS(C)(=O)=O)c2)cc1
    20	-13	4.0	-1	2	-7	5.9	-14	-19
- CC1=C(C(=O)OCc2ccccc2)C(c2ccccc2OC(F)F)NC(=O)N1 (stereo not drawn)
    9	-13	-1.1	-4	-8	6	-0.7	-1	5
- O=C(COC(=O)c1cc2ccccc2cc1O)NC(=O)NCc1ccco1
    2	-5	-0.6	-3	-4	19	0.3	-12	-4
- COc1cc(S(=O)(=O)N(Cc2cccnc2)Cc2cccc(OC)c2OC)ccc1-n1cnnn1
    1	-24	0.3	-1	-3	5	19	3	-4

# Structural class, the entries above containing a halogen (12)
# Every second line gives: TAAR1 agonist	CHO parental Ca	OXTR ag	M1 PAM	M1 ag	M1 antag	V1aR counter	OXTR potentiator	TAAR1 antagonist
- O=C(CSc1n[nH]c(-c2ccco2)n1)Nc1ccccc1Cl
    0	-7	-0.3	18	2	-4	-0.9	-9	-3
- CCOc1[nH]n(-c2ccccc2)c(=O)c1C=Nc1ccc(Cl)cc1
    2	-10	-1.6	4	-2	-2	-0.5	-4	0
- COc1cnn(-c2ccc([N+](=O)[O-])cc2)c(=O)c1Cl
    0	-7	-2.5	4	-4	2	-0.8	-8	-11
- O=C(NNC(=O)c1cc2cc(OC(F)(F)F)ccc2[nH]1)c1cccc(C(F)(F)F)c1
    1	-13	-1.1	-1	-4	-3	1.8	-2	-17
- Nc1nc(N)c2cc(CNc3ccc(Cl)c(Cl)c3)ccc2n1
    64*	nt	nt	-1	-2	3	nt	nt	53*
- NNC(=O)CNC(=O)c1cccc(Br)c1
    1	-9	-0.3	-5	-3	2	-0.2	0	2
- Cc1cc(C)nc(SCc2nnc(SCC(=O)Nc3ccc(Cl)c(C(F)(F)F)c3)o2)n1
    9	-18	0.4	2	1	-21	1.0	-8	6
- COc1cccc(NC(=O)CN(c2cccc(F)c2)S(C)(=O)=O)c1
    7	-10	0.4	11	-2	-17	0.1	-6	-12
- NC(=O)c1ccc(NS(=O)(=O)c2ccc(Br)s2)cc1
    6	-3	1.6	2	0	-3	0.6	2	-30
- O=C(NCc1ccccc1Cl)c1ccc2c(c1)OCO2
    -2	-6	-0.8	19	-3	-16	-0.2	-1	-2
- COc1cccc(NC(=O)CCc2nc(-c3ccccc3F)no2)c1
    7	-14	2.8	9	1	-4	3.1	4	5
- CC1=C(C(=O)OCc2ccccc2)C(c2ccccc2OC(F)F)NC(=O)N1 (stereo not drawn)
    9	-13	-1.1	-4	-8	6	-0.7	-1	5
